Screening data from PubChem.
NALP3 yeast inh – inhibitors of NALP3 inflammasome in yeast; inhibition, % at 10 µM; Yeast reconstituted NLRP3/ASC/caspase-1, beta-gal luminescence, 24 h; AID 2825; 330,000 compounds, 0.39% hits;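 active = inhibition of 50% or more; inactive = inhibition below 50%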;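 note: plate controls were induced DMSO wells for no effect and uninduced yeast grown without galactose for full effect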
mIAP inh – blocks mouse intestinal alkaline phosphatase; purified mouse IAP, CDP-Star luminescence, 30 min; inhibition, % at 10 µM; 330,000 compounds, 0.2% hits;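 active = inhibition of at least 40% at 10 µM in the primary screen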;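 note: plate controls were DMSO with enzyme for no effect and no enzyme wells for full effect; values of inactives mirror those of a sister screen read the other way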
A3A deaminase – inhibitors of human APOBEC3A DNA deaminase. 330,000 compounds, 0.41% hits. recombinant A3A, FAM/TAMRA ssDNA deamination fluorescence. inhibition, % at 20 µM. P31941;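 active = at least 40% inhibition at 20 µM here, with at most 30% in a related deaminase screen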;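 note: plate controls were A3A with DMSO for no effect and wells lacking A3A enzyme for full effect; some results filed as inactive read as strong as hits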
Target sequence (P31941 whole entry, looked up): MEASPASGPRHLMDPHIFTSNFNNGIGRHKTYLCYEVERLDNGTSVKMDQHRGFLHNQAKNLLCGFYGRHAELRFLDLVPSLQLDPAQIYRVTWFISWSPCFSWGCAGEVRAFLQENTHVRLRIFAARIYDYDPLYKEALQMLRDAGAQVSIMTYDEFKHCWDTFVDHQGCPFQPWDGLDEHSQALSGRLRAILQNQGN
SENP1 FRET inh – inhibitors of human SENP1 SUMO protease catalytic domain. Q9P0U3. recombinant SENP1 catalytic domain, CyPet-SUMO1-YPet FRET cleavage. inhibition, % at 10 µM. 360,000 compounds, 0.21% hits;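 active = inhibition at least 30% at 10 µM, raw YFP signal under a set limit, fluorescence ratio 0.5 to 1.5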;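 note: 0% = enzyme with DMSO and 100% = no enzyme wells; some results filed as inactive read as strong as hits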
Target sequence (Q9P0U3 419-644 limits assumed): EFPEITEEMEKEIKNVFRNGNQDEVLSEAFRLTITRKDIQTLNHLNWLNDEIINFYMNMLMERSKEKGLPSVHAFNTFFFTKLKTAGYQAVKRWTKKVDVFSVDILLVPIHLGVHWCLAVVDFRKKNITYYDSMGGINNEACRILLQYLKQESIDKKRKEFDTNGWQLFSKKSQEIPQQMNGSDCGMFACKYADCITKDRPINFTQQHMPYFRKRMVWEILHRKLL
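Assay system: hSENP1 catalytic domain, recombinant. Amount: SENP1 enzyme, 20 pM final. Schedule: 50 min reaction, RT, dark. Technique: FRET, CFP and YFP emission. Control set: no-enzyme wells low, DMSO-plus-enzyme wells high control.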
MIN6 prolif – inducers of beta-cell replication in MIN6 cells | 330,000 compounds, 0.29% hits | proliferation, % at 10 µM | MIN6 cells proliferation, ATPlite luminescence, 48 h; cells starved in 0.2% serum; 100% = growth in 10% serum;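 active = compounds whose signal lies at least 3.5 SD above the mean of all wells on their plate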;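 note: 0% = DMSO-treated cells in low-serum medium and 100% = 10% serum control; some compounds called inactive have numbers as strong as hits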
mIAP act – mouse IAP activation; muIAP, CDP-Star luminescence, 30 min; hits give high values; 1 = vehicle-only enzyme signal, 0 = enzyme-free wells; activation factor at 10 µM; 330,000 compounds, 0.24% hits; AID 2805;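 active = activation factor of at least 2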; note: the source names both 10 and 20 µM as test concentration; values of inactives mirror those of a sister screen read the other way
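Assay system: mouse IAP enzyme / Compound: DMSO-dissolved test compounds / Timing: 30 min, room temperature / Measured by: luminescence from enzymatic CDP-Star hydrolysis / Control set: DMSO-only wells, enzyme-free buffer wells as negative control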
hIAP inh – human IAP inhibition; P09923; inhibition, % at 10 µM; AID 2544; 330,000 compounds, 0.12% hits; purified IAP, CDP-Star luminescence, 30 min;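 active = inhibition reaching a set limit with compound at 10 µM in the primary screen, cut at about 35% in these data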;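 note: plate controls were DMSO wells with enzyme for no effect and no-enzyme buffer wells for full effect; values of inactives mirror those of a sister screen read the other way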
hIAP act – increases human intestinal alkaline phosphatase activity | P09923 | purified human IAP, CDP-Star luminescence, 30 min; hits give high values; 1 = vehicle-only enzyme, 0 = enzyme-free background | activation factor at 10 µM | 330,000 compounds, 0.16% hits | AID 2524;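 active = activation factor of the enzyme at least 2-fold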; note: the source names both 10 and 20 µM as test concentration; values of inactives mirror those of a sister screen read the other way
A3G deaminase – blocks human APOBEC3G single-stranded DNA deamination | Q9HC16 | recombinant A3G, ssDNA deamination FAM/TAMRA fluorescence | inhibition, % at 20 µM | 330,000 compounds, 0.28% hits | AID 493012;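 active = inhibition of at least 40% at 20 µM, with no more than 30% in the related APOBEC3A deaminase screen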;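 note: plate controls were DMSO wells with A3G for no effect and wells lacking A3G enzyme for full effect; some compounds called inactive have numbers as strong as hits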
Target sequence (Q9HC16 whole entry, looked up): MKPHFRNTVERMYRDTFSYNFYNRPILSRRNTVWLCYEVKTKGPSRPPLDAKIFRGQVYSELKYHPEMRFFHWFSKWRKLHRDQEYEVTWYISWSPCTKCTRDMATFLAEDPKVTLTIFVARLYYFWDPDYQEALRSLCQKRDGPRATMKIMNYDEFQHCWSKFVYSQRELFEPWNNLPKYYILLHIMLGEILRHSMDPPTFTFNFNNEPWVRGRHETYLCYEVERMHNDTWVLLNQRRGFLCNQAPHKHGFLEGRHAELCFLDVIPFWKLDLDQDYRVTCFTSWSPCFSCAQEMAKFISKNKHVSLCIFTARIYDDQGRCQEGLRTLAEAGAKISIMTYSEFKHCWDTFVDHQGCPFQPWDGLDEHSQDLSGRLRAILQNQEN
The depositor's hits bear a star; · = no result given. Not all compounds are listed; rates above refer to the full screens.

entry | smiles | SENP1 FRET inh | A3A deaminase | mIAP act | MIN6 prolif | NALP3 yeast inh | A3G deaminase | hIAP act | hIAP inh | mIAP inh
1 | N#Cc1nc(Cc2ccccc2)oc1NCCN1CCOCC1 | -1 | 0 | 0.95 | -2 | 11 | -1 | 0.88 | 12 | 5
2 | CCOC(=O)c1ccc(NC(=O)CSc2nnc(Cn3c(=O)sc4ccccc43)n2C)cc1 | 3 | 1 | 0.99 | -3 | -6 | -1 | 1 | -2 | 0
3 | O=C1NC(Cc2c[nH]c3ccccc23)C(=O)N1Cc1cccc2ccccc12 (stereo not given) | -1 | -5 | 0.97 | -4 | 6 | -6 | 1.4 | -37 | 3
4 | O=C(O)CCn1c(SCc2cc(=O)n3ccccc3n2)nc2ccsc2c1=O | 1 | -4 | 1.2 | 2 | -6 | -8 | 1.1 | -10 | -21
5 | COc1ccccc1-c1c(C)nn2c(N3CCN(Cc4ccccc4)CC3)cc(C)nc12 | 2 | 0 | 0.91 | -5 | 37 | 8 | 1.2 | -19 | 9
6 | COc1ccc(C(=O)Nc2c(C(C)(C)C)nn(C)c2C(C)(C)C)cc1 | 2 | -2 | 1.1 | -2 | 14 | -11 | 0.73 | 27 | -7
7 | O=C(Nc1ccc(N2CCOCC2)cc1)c1cc2c(s1)CCCC2 | -1 | 0 | 1 | -2 | 26 | -8 | 1 | -2 | -1
8 | COc1ccccc1NS(=O)(=O)c1cccc(C(=O)N/N=C/c2ccc(NC(C)=O)cc2)c1 | 2 | 7 | 1 | -2 | -13 | 0 | 0.98 | 2 | -4
9 | COc1ccccc1NCCC(=O)OCC(=O)Nc1ccccc1Cl | 0 | -4 | 1 | -2 | 1 | -3 | 0.91 | 9 | 0
10 | CC[C@H](C)[C@H](NS(=O)(=O)c1ccc(C)cc1)C(=O)N1CCC(C(=O)N[C@@H](C)C(=O)O)CC1 | 3 | 7 | 0.9 | 1 | 3 | 1 | 0.89 | 11 | 10
11 | CCCC(=O)Nc1ccc(N2CCN(S(C)(=O)=O)CC2)cc1 | 2 | -4 | 0.99 | 0 | 7 | -7 | 0.88 | 12 | 1
12 | COc1ccc(S(=O)(=O)N2CCN(CC(=O)NC(Cc3ccccc3)C(C)=O)CC2)cc1 (stereo not given) | 1 | 0 | 1 | -4 | 19 | -4 | 0.96 | 4 | -1
13 | Cc1ccc(-n2c(=O)[nH]cc(C(=O)Nc3ccc4c(c3)OCO4)c2=O)cc1C | -10 | 2 | 1 | 0 | 2 | -4 | 1 | -2 | -4
14 | CCN(CC)CCC(C)OC(=O)c1ccc(O)cc1O (stereo not given) | 3 | 0 | 1 | -4 | 8 | -6 | 1 | -3 | 0
15 | CCCN(CCC)CCCNS(=O)(=O)c1cc(Br)cc2c1N(C(C)=O)CC2 | 4 | 1 | 1.1 | 0 | -19 | 3 | 0.97 | 3 | -8
16 | COc1ccc(Br)cc1CN1CCN(C(=O)c2cccc(OC)c2OC)CC1 | -1 | -4 | 1.1 | -3 | 1 | -6 | 1.1 | -9 | -10
17 | COc1ccc(OCC(O)CN2CCCCCC2)cc1 (stereo not given) | -1 | -5 | 1 | 0 | 13 | -7 | 1 | -2 | -2
18 | CCOC(=O)C(=O)N=Nc1c(O)[nH]c2ccccc12 | 2 | 2 | 0.84 | -1 | 18 | 1 | 1.1 | -14 | 16
19 | CCCC(=O)N(C1CC(C)C(C#N)(C#N)C1(C#N)C#N)N(C)C (stereo not given) | 4 | -4 | 1 | -4 | 12 | -8 | 0.89 | 11 | -2
20 | Cc1ccccc1NC(=O)Cc1nc(CSc2nnc(C3CCCCC3)n2N)cs1 | -4 | -1 | 1 | 1 | 4 | -8 | 0.69 | 31 | -1
21 | O=C1COc2ccc(C(=O)COC(=O)c3cccnc3Cl)cc2N1 | 4 | 3 | 1.1 | 3 | 11 | -4 | 1.1 | -12 | -5
22 | CCOc1c(N2CC(C)OC(C)C2)c(=O)c1=O (stereo not given) | 0 | 3 | 1 | -2 | 12 | 2 | 0.94 | 6 | 0
23 | CCCCOc1ccc(-c2nnc(-c3ccco3)o2)cc1 | 3 | 3 | 1.1 | -4 | 32 | 3 | 1.2 | -15 | -7
24 | CCN(CC)S(=O)(=O)c1cccc(-c2nc3n(n2)Cc2ccccc2-3)c1 | 1 | -1 | 0.99 | 4 | -107 | 0 | 0.95 | 5 | 1
25 | COc1ccc(NC(=O)CSc2nc(-c3ccncc3)nn2CC(=O)N2CCCC2)cc1 | -3 | -2 | 0.93 | 0 | 2 | 1 | 0.8 | 20 | 7
26 | O=C(NCc1ccccc1Cl)C(=O)NCC(c1ccco1)N1CCOCC1 (stereo not given) | 1 | -1 | 1 | -2 | 4 | 2 | 0.83 | 17 | -5
27 | O=C(NCC1CCCN(Cc2ccc3c(c2)OCCO3)C1)c1ccc2c(c1)OCO2 (stereo not given) | -1 | -4 | 1.1 | -3 | 23 | -7 | 1.2 | -17 | -9
28 | COc1cc(C(=O)N(C)CC2CCN(CCc3cccc(C(F)(F)F)c3)CC2)ccc1C | -4 | -3 | 1 | -1 | 23 | 0 | 0.89 | 11 | -3
29 | COc1ccc(S(=O)(=O)N2CCN(c3cnccn3)CC2)cc1OC | -2 | -5 | 1 | -3 | -6 | -4 | 1 | -4 | -2
30 | Cc1cccc(NS(=O)(=O)c2ccc(C)c(C(N)=O)c2)c1 | -1 | -3 | 1 | -3 | -5 | -2 | 1 | -5 | -1
31 | Cc1[nH]n(-c2ccc([N+](=O)[O-])cc2)c(=O)c1C=NCCN1CCN(C(=O)C(C)C)CC1 | 1 | -3 | 0.92 | -3 | 49 | -6 | 1 | -1 | 8
32 | CCN(CC)C(=O)CSc1nnc(COc2ccc(OC)cc2)n1N | 0 | -1 | 1.1 | 0 | 5 | 0 | 1.2 | -22 | -12
33 | O=C(c1ccc2nc[nH]c2c1)N1CCN(S(=O)(=O)c2cccc(F)c2)CC1 | 1 | 4 | 0.99 | -5 | 14 | 0 | 1.1 | -6 | 1
34 | O=S(=O)(Cc1ccccc1)N1CCn2c(nc3ccccc32)C1 | 4 | 7 | 1.1 | 3 | 5 | 9 | 0.98 | 2 | -8
35 | Cc1cccc(NC(=O)Cc2ccc(Br)cc2)n1 | 3 | -2 | 1 | -3 | 9 | -2 | 0.73 | 26 | -4
36 | COc1cccc(-c2c3c([nH]c(=O)c2C#N)CCc2cc(OC)ccc2-3)c1 | · | 1 | 0.98 | -1 | -10 | 1 | 1.1 | -8 | 2
37 | O=S(=O)(c1ccc(-c2ccccc2)cc1)N1CCCC1 | 1 | -4 | 0.97 | -1 | 19 | -8 | 1 | 0 | 3
38 | O=C(Nc1ncc2c(n1)-c1ccccc1CC2)c1ccc(F)cc1 | 2 | 1 | 0.94 | -1 | 13 | -3 | 0.98 | 2 | 6
39 | NC(=O)C1CCCN(C(=O)c2ccc3oc(Cc4ccc(Cl)cc4)nc3c2)C1 (stereo not given) | 1 | -4 | 1.1 | -5 | 12 | -16 | 1 | -4 | -6
40 | CCC1(C)Cc2c(sc3c2c2ncnn2c2nnc(SCC(=O)NCc4ccco4)n32)CO1 (stereo not given) | 1 | 13 | 0.99 | -2 | 22 | 6 | 0.87 | 13 | 1
41 | CCOC(=O)c1nnn(CC(=O)Nc2cc(Cl)ccc2C)c1C(=O)OCC | 0 | -1 | 1 | -1 | 9 | -6 | 0.94 | 6 | -3
42 | CSc1nc(N2CCN(c3ccccc3Cl)CC2)c2ccccc2n1 | 1 | 1 | 0.93 | -5 | 12 | -12 | 0.97 | 3 | 7
43 | CNS(=O)(=O)c1cccc(C(=O)OCCCC(=O)c2ccccc2)c1 | 1 | 5 | 0.98 | -4 | 7 | -4 | 0.99 | 1 | 2
44 | CCC(=O)N/C=C/n1cnc2cc(C(F)(F)F)ccc21 | 3 | -1 | 0.93 | 2 | -10 | -4 | 1 | -2 | 7
45 | O=C(O)c1ccccc1C(=O)NCC(O)c1ccccc1 (stereo not given) | 0 | -1 | 0.98 | -1 | -13 | 0 | 0.92 | 8 | 2
46 | COc1ccc(C(=O)NC(=S)N2CCOCC2)cc1[N+](=O)[O-] | 1 | -2 | 1 | -2 | 13 | -4 | 0.75 | 25 | -4
47 | COc1ccc(NC2=C(NCCO)C(=O)c3ccccc3C2=O)cc1 | -5 | -2 | 0.94 | 0 | 9 | 1 | 0.88 | 12 | 6
48 | COc1cccc(Nc2nc(N)c([N+](=O)[O-])c(NCc3ccccc3)n2)c1 | 2 | 2 | 0.96 | -3 | 22 | -2 | 1 | 0 | 4
49 | CN(C)S(=O)(=O)N1CCN(C(=O)N2CCCCCC2)CC1 | 0 | -8 | 1.1 | -1 | 17 | -10 | 1 | -4 | -8
50 | COc1cc(C2N3CC4(C)CN2CC(C)(C3)C4)ccc1O (stereo not given) | 2 | -3 | 1 | -2 | -28 | -5 | 0.83 | 17 | -3
51 | COc1ccc(S(=O)(=O)Nc2cccc(-c3ccc4nncn4n3)c2)cc1F | 3 | -1 | 0.95 | -3 | 9 | -3 | 1 | -1 | 5
52 | CC1(C)CC(=O)C=C(NCCc2ccccc2)C1 | 0 | -8 | 0.96 | -1 | 7 | -5 | 1.1 | -7 | 4
53 | Cc1cc(C)c(CN2CCC(CO)(CCOc3ccccc3)CC2)cc1C | -2 | -3 | 0.94 | -5 | 22 | -6 | 0.95 | 5 | 6
54 | COc1cccc(/C=C(\C)C(=O)c2c(C)cc(C)[nH]c2=O)c1OC | 0 | -4 | 0.99 | 0 | 11 | -7 | 0.9 | 10 | 1
55 | COc1ccc(Br)cc1/C=N/n1c(-c2ccccc2)n[nH]c1=S | 1 | 0 | 0.93 | -3 | 11 | 12 | 0.84 | 16 | 7
56 | CN1C(=O)[C@H]2[C@@H](/C=C/c3ccccc3)N3C(=O)CN(Cc4ccccc4)C(=O)[C@@]3(C)[C@H]2C1=O | -1 | 3 | 0.85 | -3 | 2 | -2 | 1.1 | -6 | 15
57 | O=c1nc(/C=C/c2ccccc2C(F)(F)F)cc(C(F)(F)F)[nH]1 | -1 | 1 | 0.97 | -4 | 14 | -8 | 1 | -1 | 3
58 | COc1ccc(S(=O)(=O)N2CCCCCC2)cc1C(=O)OCC(=O)NCC(C)C | 2 | -3 | 1.1 | 0 | 7 | -2 | 0.86 | 14 | -6
59 | Cc1c(NC(=S)N2CCN(c3cccc(Cl)c3)CC2)c(=O)n(-c2ccccc2)n1C | 2 | -2 | 1 | -1 | 22 | -1 | 1.1 | -8 | -3
60 | CN(CC(=O)Nc1ccc(S(=O)(=O)N2CCCC2)cc1)Cc1ccc(Cl)cc1Cl | 1 | -4 | 1.2 | -1 | -4 | -7 | 1 | -3 | -16
61 | O=C(c1ccc2nc(-c3ccco3)c(-c3ccco3)nc2c1)N1CCN(c2ccccc2)CC1 | -24 | 13 | 0.84 | -4 | 31 | 11 | 1 | -5 | 16
